H9c2 TAG inh = inhibitors of triacylglycerol accumulation. H9c2 cells, Nile Red lipid (TAG) fluorescence; cells loaded with 200 µM oleic acid. inhibition, % at 12.5 µM. 230,000 tested, 0.66% active;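 active = pattern-corrected inhibition of lipid staining of at least 50% with the nuclear-stain viability signal not falling by more than 50%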;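 note: 0% = DMSO wells and 100% = triacsin C control wells; some results filed as inactive read as strong as hits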
H9c2 TAG inh DAPI viability = also measured in H9c2 TAG inh; calls as there; DAPI nuclei signal change (viability), lower = more cytotoxic, %;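 whole-well DAPI fluorescence read on a plate reader as a viability signal; minus 50 percent equals half of cells still viable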
* hit, by the source's call; i = inactive. An excerpt; the hit share may differ from the screen's.

1) C=CC(=O)Nc1cccc(Oc2ccnc(Nc3ccc(N4CCN(C)CC4)cc3)n2)c1
2) CCN(CC)S(=O)(=O)c1cc(NC(=O)C2CC(=O)N(Cc3ccccc3)C2)ccc1Cl (stereo not given)
3) CC(=O)N1CCCc2cc(S(=O)(=O)N3CCN(c4ccccn4)CC3)ccc21
4) CC(C)c1ccc2nc(N)sc2c1
5) CC(C)c1ccc(C(=O)OCC(=O)Nc2cccc(S(=O)(=O)NC3=NCCC3)c2)cc1
6) COC(=O)c1cn(CCOc2ccccc2OC)c2ccccc12
7) CC1CCCC(NC(=O)COC(=O)CCC(=O)c2cccs2)C1C (stereo not given)
8) Cc1n[nH]c(C)c1N=Nc1ccc(Br)cc1
9) CSCCC(NS(=O)(=O)c1ccc2c(c1)OCCO2)C(=O)N(C)Cc1ccccc1F (stereo not given)
10) CC(=O)c1cccc(NC(=O)CSc2nc(N3CCCCC3)nc(N3CCCCC3)n2)c1
Screen / compound no.,1,2,3,4,5,6,7,8,9,10
H9c2 TAG inh DAPI viability,-29.9,4.0,9.7,-3.0,0.4,-13.0,-0.3,-7.0,-23.8,-11.0
H9c2 TAG inh,46.7,-15.7,-11.7,-8.0,9.9,-9.6,1.9,7.6,-10.5,37.5

11) N=C1N(c2ccccc2)C(=S)C(=Nc2ccccc2)N1c1ccccc1
12) CCC(C)NC(=O)CCS(=O)(=O)c1ccc2c(c1)n(C)c(=O)c(=O)n2C (stereo not given)
13) C=C(C)CNC(=O)c1ccc2nc(Cc3ccc(OC)cc3)oc2c1
14) O=C(c1cc(COc2ccc3c(c2)CCCC3)on1)N1CCCC1
15) Cc1c(/C(O)=C2/C(=O)C(=O)N(CCN3CCOCC3)C2c2ccco2)cnn1-c1ccccc1 (stereo not given)
16) Nc1ccc2nn(-c3ccc(Cl)cc3)nc2c1
17) O=C(CSc1ncccn1)Nc1ccc(S(=O)(=O)N2CCCCC2)cc1
18) C=CCN(c1ccccc1)S(=O)(=O)c1cccc(C(=O)N2CC(C)CC(C)C2)c1 (stereo not given)
19) O=C(CSc1nc2ccccc2[nH]1)NCc1ccc(F)cc1
20) CC(C)(C)[C@@H]1COC(=O)[C@H](Cc2ccc(F)cc2)C/C=C\C[C@H](CC(=O)N(CCO)Cc2ccccc2)C(=O)N1
Screen / compound no.,11,12,13,14,15,16,17,18,19,20
H9c2 TAG inh DAPI viability,-2.8,1.4,2.8,-4.5,4.8,92.6,-11.7,-11.5,2.6,-7.2
H9c2 TAG inh,-10.7,10.9,-8.0,-9.7,-3.6,35.1,1.2,13.2,1.8,10.1

21) CCCCCOc1ccc(NC(=O)C(=O)NCCC2=CCCCC2)cc1
22) CN1CCN(c2nc(-c3cc4ccccc4o3)cs2)CC1
23) CCOc1ccccc1OCCC(=O)Nc1ccc2c(c1)OCO2
24) CCOC(=O)N1CCC(=NNc2ncc(C(F)(F)F)cc2Cl)CC1
25) C[C@H](NC(=O)OC(C)(C)C)C(=O)N/N=C/C1=Cc2ccccc2OC1
26) C[C@@H]1CCC(=O)N(CC[C@H](Sc2ccc(Br)cc2)c2ccccc2)CC1
27) NC1=NS(=O)(=O)NC1c1ccc(Br)cc1 (stereo not given)
28) COc1ccc(C(=O)OCC(=O)NC2CCCCCC2)cc1OC
29) OCCCn1c(-c2ccccc2)csc1=Nc1ccccc1
30) CC(C)CC(=O)NC(=S)Nc1cccc2nsnc12
Screen / compound no.,21,22,23,24,25,26,27,28,29,30
H9c2 TAG inh DAPI viability,0.3,-3.9,5.8,-3.1,7.8,-1.6,-17.2,-9.4,-2.5,18.2
H9c2 TAG inh,2.8,6.4,-19.7,-0.9,-7.2,-13.2,-2.2,-6.0,0.4,-11.7

31) CN(CC(=O)Nc1ccccc1C(=O)NC1CC1)Cc1ccc(Cl)s1
32) Cc1ccc(S(=O)(=O)c2nc(/C=C/c3ccccc3)oc2N2CCC(C(N)=O)CC2)cc1
33) O=C(CCC1CCCCC1)Nc1ccc(C(=O)c2ccncc2)cc1
34) COc1ccccc1CCNC(=O)C1CC(=O)N(c2ccccc2F)C1 (stereo not given)
35) Cc1c(NC(=O)C(Sc2ccccc2)c2ccccc2)cccc1[N+](=O)[O-] (stereo not given)
36) Cc1ccccc1-c1ccc2c(c1)O[C@@H](CN(C)C(=O)Nc1ccc(C(F)(F)F)cc1)[C@H](C)CN([C@@H](C)CO)S2(=O)=O
37) CCCN=C1N(CC)C[C@@H]2[C@@H]3C(=O)N(Cc4ccccc4)C(=O)[C@@H]3[C@](Cc3ccccc3)(C(=O)OC)N12
38) C[C@H](NC(=O)c1nc[nH]c1C(=O)N[C@@H](C)c1ccccc1)C(=O)OC(C)(C)C
39) CCCCCCC(=O)N/N=C/Cc1ccccc1
40) O=C(CSc1ncccn1)N/N=C/c1cccc(OC2CSC2)c1
Screen / compound no.,31,32,33,34,35,36,37,38,39,40
H9c2 TAG inh DAPI viability,-3.7,4.7,-3.9,-0.7,-1.6,-13.1,2.3,-3.6,11.7,2.9
H9c2 TAG inh,-6.8,4.0,-10.7,-2.7,7.7,24.3,-3.1,1.3,-1.8,-5.8

Entries of single compounds, looked up by structure.
O=C(CSc1ncccn1)N/N=C/c1cccc(OC2CSC2)c1 is listed with H9c2 TAG inh DAPI viability: 2.9; H9c2 TAG inh: -5.8
CCCCCCC(=O)N/N=C/Cc1ccccc1 is listed with H9c2 TAG inh DAPI viability: 11.7; H9c2 TAG inh: -1.8

(next part)
41) CN1CCc2c(sc3c2C(=O)NC(c2ccccn2)N3)C1 (stereo not given)
42) CC(C)CC1NC(=O)c2cc3ccccc3cc2-n2c1nc1ccc(Cl)cc1c2=O (stereo not given)
43) CN1C(=S)SC(/[N+]([O-])=C/c2c(F)cccc2Cl)C1(C)C (stereo not given)
44) Cc1cccc(C)c1NC(=O)CN(C)C(=O)CN1C(=O)NC(C)(C)C1=O
45) O=C(CN1CCOCC1)NC1CC2CCC1C2 (stereo not given)
46) CC1CC1C(=O)OCC(=O)Nc1ccc(S(=O)(=O)N2CCOCC2)cc1 (stereo not given)
47) CCOC(=O)/C=c1\s/c(=C\c2ccc(C(F)(F)F)cc2)c(=O)n1CC(=O)NCc1ccco1
48) CC1CCCN(Cc2c(O)ccc3c4c(c(=O)oc23)CCCC4)C1 (stereo not given)
49) O=C(CSc1ccccc1)NNC(=O)c1ccncc1
50) O=C1C(Cl)=C(Nc2ccc(F)cc2)C(=O)N1CCc1ccccc1
Screen / compound no.,41,42,43,44,45,46,47,48,49,50
H9c2 TAG inh DAPI viability,1.8,3.2,2.1,7.2,-0.4,-3.9,11.4,i,-1.8,3.7
H9c2 TAG inh,-6.6,3.3,-0.3,-0.8,-14.0,-5.0,20.0,-7.6,-0.8,-0.2

51) COc1ccc(OC)c(N(CC(=O)N2CCN(Cc3ccccc3)CC2)S(C)(=O)=O)c1
52) CCOc1ccc(OCCOC(=O)CN(C)S(=O)(=O)c2ccc(NC(C)=O)cc2)cc1
53) O=C(O)c1ccccc1NC(=O)N1CCOCC1
54) COc1ccc(-n2c(COc3cccc4ccccc34)nnc2SCC#N)cc1
55) Cc1ccc(NC(=O)NN2CCOCC2)cc1
56) COc1cc(OC)cc(C(=O)NC(C(=O)NNC(=O)c2cc(Cl)ccc2OC)C(C)C)c1 (stereo not given)
57) C/C(=N\NC(=O)c1ccc(Cl)cc1)c1cccs1
58) O=C(C[C@@H]1C/C=C\C[C@H](Cc2ccc(F)cc2)C(=O)OC[C@@H](c2ccccc2)NC1=O)NCCO
59) O=C(NS(=O)(=O)Oc1ccc(F)c(Cl)c1)OC[C@@H]1CCCN2CCCCC12 (stereo not given in full)
60) O=C(NCCCN1CCOCC1)c1cccc(S(=O)(=O)N2CCOCC2)c1
Screen / compound no.,51,52,53,54,55,56,57,58,59,60
H9c2 TAG inh DAPI viability,3.7,7.9,-6.5,-2.9,0.3,-1.0,-2.7,-18.4,-7.1,-7.8
H9c2 TAG inh,-2.2,-31.8,1.9,11.8,-1.2,10.5,-3.3,-13.6,0.7,-10.0

61) Cc1ccc(N2C(N)=C(C#N)C(c3cccnc3)C3=C2CC(C)(C)CC3=O)cc1 (stereo not given)
62) CCC(CC)NC(=O)CSc1nnc(-c2c[nH]c3ccccc23)o1
63) CCC1CCCCN1CCCNC(=O)CNC(=O)Cn1ccc2ccccc2c1=O (stereo not given)
64) COc1cc(NC(=O)c2cnc(N)s2)cc(C(=O)Nc2cccc(C(F)(F)F)c2)c1
65) Cc1ccc(C(=O)N(CC(=O)NC2CCCC2)c2ccccc2C)s1
66) COc1ccc(NC(=O)CN(C)C(=O)CCNC(=O)Nc2ccccc2)cc1
67) CCN(CC)S(=O)(=O)c1cccc(-c2nnc(SC(C)C(N)=O)n2CCc2ccccc2)c1 (stereo not given)
68) OC(CNCc1ccccc1C(F)(F)F)C(F)(F)F (stereo not given)
69) O=C(COc1ccccc1)Nc1ccccc1C(=O)NC1CC1
70) O=C(CSc1nnc(-c2ccncc2)n1-c1ccccc1Cl)Nc1ccc(C(=O)O)cc1
Screen / compound no.,61,62,63,64,65,66,67,68,69,70
H9c2 TAG inh DAPI viability,-4.2,-4.7,2.9,0.4,4.1,-4.0,-7.3,-0.6,0.9,-7.7
H9c2 TAG inh,-46.5,-4.0,15.8,34.9,-16.9,6.0,-1.7,0.3,-24.9,12.6

Five entries already listed, sorted by SMILES length, falling:
67) CCN(CC)S(=O)(=O)c1cccc(-c2nnc(SC(C)C(N)=O)n2CCc2ccccc2)c1 (stereo not given)
64) COc1cc(NC(=O)c2cnc(N)s2)cc(C(=O)Nc2cccc(C(F)(F)F)c2)c1
61) Cc1ccc(N2C(N)=C(C#N)C(c3cccnc3)C3=C2CC(C)(C)CC3=O)cc1 (stereo not given)
63) CCC1CCCCN1CCCNC(=O)CNC(=O)Cn1ccc2ccccc2c1=O (stereo not given)
69) O=C(COc1ccccc1)Nc1ccccc1C(=O)NC1CC1
Screen / compound no.,67,64,61,63,69
H9c2 TAG inh DAPI viability,-7.3,0.4,-4.2,2.9,0.9
H9c2 TAG inh,-1.7,34.9,-46.5,15.8,-24.9

(next part)
71) O=C(O)C1CC=CCC1C(=O)Nc1ccccc1Cl (stereo not given)
72) CC1CCCC(NC(=O)COC(=O)COc2cccc(F)c2)C1C (stereo not given)
73) CCC(=O)Nc1ccc2c(c1)ncn2C
74) O=C(CCc1nc2ccccc2s1)N1CCN(S(=O)(=O)c2cccs2)CC1
75) Cc1c(NC(=S)NC(=O)c2sc3ccccc3c2Cl)cccc1C(=O)O
76) Cc1ccccc1CCNC(=O)c1cc(C2CC2)nc2c1cnn2C(C)C
77) COc1ccc(-c2nc(N)c(C#N)c(-c3cccnc3)c2C)cc1
78) CCNC(=S)Nc1cccc(NC(=O)c2ccccc2O)c1
79) CCOC(=O)C1CCCN(C(=O)c2cccnc2Oc2ccccc2)CC1 (stereo not given)
80) C(=NN=C(NN=Cc1cccs1)NN=Cc1cccs1)c1cccs1
Screen / compound no.,71,72,73,74,75,76,77,78,79,80
H9c2 TAG inh DAPI viability,6.2,5.9,10.3,3.8,-0.8,12.7,-4.5,4.3,3.8,2.1
H9c2 TAG inh,-4.9,7.1,-16.0,1.9,10.9,-10.7,-37.6,-5.1,-9.2,17.9

81) CCCCn1c(SCC(=O)NC2CCS(=O)(=O)C2)nnc1-c1ccc(OC)cc1 (stereo not given)
82) O=C(COC(=O)c1cnccn1)NCc1ccccc1Cl
83) COc1cc(Cl)c(C)cc1NC(=O)CSc1nnc(-c2ccccn2)n1Cc1ccco1
84) CN(CC(=O)Nc1ccccc1Cl)C(=O)COC(=O)/C=C/c1cccs1
85) N=c1c2c(-c3ccccc3)c(-c3ccccc3)n(Cc3ccco3)c2ncn1Cc1ccccc1
86) CCc1nnc(NC(=O)CSc2nc3[nH]c(=O)cc(O)c3s2)s1
87) CCC(NC(=O)CCc1ccccc1)c1ccccc1 (stereo not given)
88) COc1ccc(Br)cc1C1Nc2cccc3cccc(c23)N1
89) O=C1N/C(=C/c2cccs2)C(=O)N1Cc1ccc(Br)cc1
90) Cc1nc2ccccc2c(=O)n1/N=C/c1ccc2ccccc2c1O
91) CCc1nc2ccc(C(=O)NC3CCN(Cc4ccccc4)CC3)cn2c1N(CC)CCOC
92) C[C@@H]1CCCCO[C@@H](CN(C)S(=O)(=O)c2ccccc2)[C@@H](C)CN([C@H](C)CO)C(=O)c2cc(NS(=O)(=O)c3ccc(F)cc3)ccc2O1
Screen / compound no.,81,82,83,84,85,86,87,88,89,90,91,92
H9c2 TAG inh DAPI viability,-2.8,0.4,-18.7,-1.6,4.1,-6.4,11.5,-9.0,-2.2,-14.4,2.7,-0.6
H9c2 TAG inh,5.9,-5.7,35.5,7.7,-23.0,-1.6,0.8,19.8,12.8,14.8,18.1,-1.1
